Screening data: PubChem BioAssay, National Center for Advancing Translational Sciences (NCATS)
Pol beta inh: inhibitors of human DNA polymerase beta; Potency, µM (series often up to 114 µM), for the others: at the highest dose activity change, negative = inhibition, usual class: inhibitors; Pol beta primer extension/strand displacement, fluorescence kinetic; P06746; 340,000 compounds, 1.3% hits; AID 485314; note: % is set by controls: 0 for no effect and ±100 for the full control effect
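Preincubation: enzyme (10 nM) with compound, 15 min, RT. Reaction: substrate added to 50 nM final. Reads: 0 and 10 min. Analysis: normalized, Hill fit.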
POLK inh: inhibitors of human DNA polymerase kappa; Q9UBT6; purified Pol kappa, fluorescent DNA synthesis assay, 10 min; Potency, µM (highest dose often 107 µM), for inactives: at the top dose activity, negative = inhibition, usual class: inhibitors; 400,000 compounds, 0.53% hits; AID 588579; note: % is set by controls: 0 for no effect and ±100 for the full control effect
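Activity was followed as the change in fluorescence between reads at 0 and 10 min after starting the reaction with 50 nM substrate. Beforehand, 10 nM polymerase had been preincubated with compound for 15 min at room temperature.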
POLI inh: DNA polymerase iota (human) inhibition; Q9UNA4; Pol iota fluorescent replication assay, 10 min; Potency, µM (titrated, usually from 115 µM), for inactives: top-dose activity, negative = inhibition, hits mostly inhibitors; 390,000 compounds, 1% hits
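Fluorescent replication assay read twice, at 0 min and 10 min after adding 50 nM (final) substrate. Enzyme (10 nM) and compounds were first incubated 15 min at room temperature; enzyme-free buffer wells were negative controls.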
G9a block: inhibitors of human histone lysine methyltransferase G9a; Q96KQ7; G9a H3K9 monomethylation, AlphaScreen, 2 h; Potency, µM (titrated, usually from 102 µM), for the others: top-dose activity, negative = inhibition, most hits filed as inhibitors; 350,000 compounds, 8.8% hits; AID 504332; note: % is set by controls: 0 for no effect and ±100 for the full control effect; nearly all actives have a fitted effect of over 75% in size
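Signal arises when biotinylated H3K9 peptide, once monomethylated, bridges streptavidin donor and antibody-captured acceptor beads. Enzyme at 20 nM was preincubated 15 min with test compounds; peptide 500 nM and SAM 20 uM then reacted for 2 h.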
APE1 inh: inhibitors of human APE1 endonuclease. Potency, µM (series often up to 65.8 µM), without a hit: at the top dose activity change, negative = inhibition, hits mostly inhibitors. 350,000 compounds, 0.35% hits. recombinant APE1, TAMRA/BHQ-2 abasic DNA cleavage fluorescence;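 note: plate controls were vehicle for no effect and reference inhibitor for full effect; nearly all actives have a fitted effect of over 55% in size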
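Substrate: short duplex with […] THF abasic site, 5'-TAMRA and 3'-BHQ-2, 50 nM final. APE1 at 0.75 nM, preincubated 15 min RT with compound. Fluorescence increase from first to third read measured activity.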
BLM inh: Bloom syndrome helicase (human) inhibition | P54132 | recombinant BLM DNA unwinding, fluorescence dequenching | Potency, µM (series often up to 56.1 µM), inactives show at the highest dose activity change, negative = inhibition, actives largely listed as inhibitors | 350,000 compounds, 0.2% hits;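 note: plate controls were vehicle for no effect and no enzyme for full effect; nearly all actives have a fitted effect of over 35% in size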
Apoferritin bind: candidate novel general anesthetic via apoferritin binding; apoferritin/1-aminoanthracene competitive binding, fluorescence; Potency, µM (series often up to 77.5 µM), without a hit: at the highest dose activity change, negative = displacement, hits mostly inhibitors; AID 485281; 350,000 compounds, 0.074% hits; P02791; note: % is set by controls: 0 for no effect and ±100 for the full control effect; nearly all actives have a fitted effect of over 20% in size
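In PBS, apoferritin at 10 uM is loaded with 1-AMA from a 50% saturated solution. After 10 min of compound exposure at ambient temperature, reduced 535 nm fluorescence indicates probe displacement.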
Pol eta inh: blocks human DNA polymerase eta activity; recombinant Pol eta, fluorescent DNA replication assay; Potency, µM (top dose mostly 114 µM), inactives show at the top dose activity change, negative = inhibition, actives largely listed as inhibitors; 390,000 compounds, 1.2% hits; Q9Y253; note: % is set by controls: 0 for no effect and ±100 for the full control effect
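Fluorescent replication assay: 50 nM final substrate added after a 15 min room-temperature compound preincubation with 10 nM enzyme. Signal taken at 0 min and again at 10 min.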
BAZ2B inh: blocks human BAZ2B. Q9UIF8. AlphaScreen BAZ2B-H3K14Ac peptide displacement. Potency, µM (highest dose often 114 µM), inactives show at the highest dose activity change, negative = inhibition, hits mostly inhibitors. 360,000 compounds, 4.4% hits. AID 504333; note: % is set by controls: 0 for no effect and ±100 for the full control effect; nearly all actives have a fitted effect of over 60% in size
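BAZ2B 50 nM plus b-H3(5-23)K14Ac 50 nM, PBS pH 7.4/0.01% Tween-20, 30 min RT; compound added (max 110 uM), 30 min RT; streptavidin donor/Ni-chelate acceptor beads 10 ug/mL final, 20 min dark; AlphaScreen read.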
Numbers without * were called inactive; ? = inconclusive; · = no result given; [ ] = remark or other dose. Calls come from the whole dose curve; as a rule, active = well fitted curve in the direction sought with a large enough effect; inconclusive = small, poorly fitted or top-dose-only effect, or another doubt; inactive = no such curve, though single readings can be large; an effect the other way counts as inactive or inconclusive. Potency is the fitted concentration of half-maximal effect. Only part of the results is shown; rates above refer to the full screens.

SMILES	Pol beta inh	POLK inh	POLI inh	G9a block	APE1 inh	BLM inh	Apoferritin bind	Pol eta inh	BAZ2B inh
CC(C)Oc1ccc(CNS(=O)(=O)c2cnc(N)nc2)cc1	-4%	-13%[60.1 µM]	11%	12%[59 µM]	·	-2%	10%	-5%	0%
Cc1ccc(CNC(=O)c2ccc(CS(=O)Cc3ccccc3Cl)o2)cc1 (centres undefined)	1%	7%	14%	-36%	34%	2%	?	-9%	-20%
O=C(CSc1ccccc1C(=O)O)Nc1ccc2c(c1)OCO2	·	-2%	-18%	-5%[12.7 µM]	14%	·	·	-2%	10%
Nc1cnn(Cc2ccc(F)cc2)c1	-2%	-5%	7%	?	0%	0%	-20%	-1%	?
COc1ccc(NC(=O)CC2C(=O)NCCN2C(=O)c2ccccc2)cc1 (centres undefined)	-22%	6%	47%[activator]	21%	4%	1%	3%	-8%	-12%
CCOc1cccc2sc(NC(=O)c3ccc(S(=O)(=O)N4CCCCC4C)cc3)nc12 (centres undefined)	-16%	2%[60.1 µM]	-12%	-23%[59 µM]	·	-5%	5%	-12%	-5%
COc1ccc(-c2nc(N3CCCCCC3)sc2C(=O)c2ccccc2)cc1	-19%	-9%	1%	24%[59 µM]	-6%	-7%	-14%	-17%	4%
CCP(=O)(CC)c1cccc(N)c1	6%	-18%	12%	-13%	2%	2%	-15%	-13%	-20%
CSc1nncc(/C(C)=N\Nc2cccc(C)c2)n1	11%	0%	-3%	?	1%	-3%	-19%	?	17%
Cc1nn2c(N)c(C#N)cnc2c1-c1ccc(Cl)cc1	16%	-1%	39%[activator]	3%[59 µM]	-11%	-5%	-1%	-19%	-6%
COc1cccc(-n2c(SCC(=O)Nc3ccc4c(c3)OCO4)nc3c([nH]c4ccccc43)c2=O)c1	1%	-5%[60.1 µM]	-2%	-4%[59 µM]	·	-4%	21%	-18%	-25%
CCCc1cc(=O)[nH]c(SCC(=O)Nc2ccc([N+](=O)[O-])cc2C#N)n1	-24%	-22%	-15%	1%	-1%	-3%	-3%	-8%	-17%
COc1ccc(OC)c(S(=O)(=O)NCC2CCCO2)c1 (centres undefined)	7%	-6%	2%	-9%	9%	-3%	-5%	-8%	2%
Cn1cnnc1SCC(=O)NC1CCCN(Cc2ccc(Cl)cc2)C1 (centres undefined)	40%	-18%	1%	7%	25%	-3%	-14%	-11%	-33%
COc1cc(O)c(C(=O)/C=C/c2ccc(O)c(OC)c2)c(OC)c1	·	-16%[60.1 µM]	·	?	?	-4%	-1%	·	·
O=C(COc1ccc(F)cc1Cl)Nc1ccc(N2CCOCC2)cc1N1CCOCC1	·	-21%	12%	35µM*	0%	·	·	-8%	-10%
COC(=O)C1C(O)=C(C=NCc2ccccc2)C(=O)CC1(C)C (centres undefined)	-16%	-6%	16%	20%	-4%	0%	-7%	8%	-23%
C[C@H](CO)N1C[C@H](C)[C@@H](CN(C)C(=O)NC2CCCCC2)Oc2ccc(NS(=O)(=O)c3ccccc3)cc2C1=O	·	4%	-14%	·	11%	·	·	10%	·
CCN(CC)S(=O)(=O)c1cccc(-c2nnc(SCC(=O)c3ccc(Cl)s3)n2C)c1	-6%	-7%	10%	-50%[59 µM]	-4%	-2%	?	-5%	8%
COc1ccc(/C=C/c2ccccc2)cc1C1C2C=CCCC2(C)C(=O)N1Cc1ccccc1 (centres undefined)	·	0%	3%	·	-9%	-9%	77%[activator]	·	·
CC(C)NC(=O)CC1C(=O)NCCN1CC(c1ccccc1)c1ccccc1 (centres undefined)	-1%	13%	1%	-46%	?	-2%	-6%	-11%	-12%
CC(C)C(C)NC(=O)CN1C(=O)NC2(CCCc3ccccc32)C1=O (centres undefined)	28%	-6%	48%[activator]	26%[12.7 µM]	-4%	-4%	-16%	-11%	-1%
CC1(C)CC(N2CCCC2)=CC(=[N+]2CCCC2)C1	-13%	2%[60.1 µM]	0%	?	3%	1%	-8%	-6%	79µM*
CCOc1ncccc1C(=O)OCc1ccc(C(=O)OC)o1	8%	-19%	-1%	-41%	-3%	-7%	-9%	-9%	-5%
COCC(C)NC(=O)c1cc2c(=O)n3cccc(C)c3nc2s1 (centres undefined)	4%	13%	3%	15%[59 µM]	·	1%	509%[activator]	-7%	1%

Other structures:
SMILES	Pol beta inh	POLK inh	POLI inh	G9a block	APE1 inh	BLM inh	Apoferritin bind	Pol eta inh	BAZ2B inh
CCCCn1c(-c2cccc3ccccc23)nc2cc3[nH]c(=O)c(C(C)C)nc3cc21	23%	-10%	26%	·	-12%	-13%	-21%	-11%	-39%
CC(C)CN(C(=O)c1ccc(C(F)(F)F)cc1)c1c(N)n(CC(C)C)c(=O)[nH]c1=O	8%	-14%	155%[activator]	-7%	7%	-3%	-2%	-2%	2%
CCC1(CC)NC(=O)N(CC(=O)Nc2ccc(S(=O)(=O)N3CCOCC3)cc2)C1=O	-2%	-3%	24%	4%	-2%	-3%	-18%	-19%	18%
CCC(OC(=O)c1ccco1)C(=O)NC1CCCC1 (centres undefined)	50%	-2%	42%[activator]	9%	11%	0%	2%	-4%	9%
CCOC(=O)c1ccc(N/N=C/c2cc(Br)cc([N+](=O)[O-])c2O)cc1	-27%	1%	100%[activator]	0.56µM*	-11%	1%	-9%	25µM*	?
Cc1cc2oc(=O)cc(CN(C)Cc3cccc(F)c3)c2cc1Cl	-22%	-4%	20%	14%[2.33 µM]	20%	-9%	-5%	-19%	35%
O=C(OCc1ccccc1)/C(=C/c1cccc([N+](=O)[O-])c1)NC(=O)c1ccco1	1%	-19%	13%	-4%	10%	-5%	-17%	-4%	1%
CCC(C)N(C(=O)Cn1c(=O)cnc2ccccc21)C1CCS(=O)(=O)C1 (centres undefined)	·	-1%	35%[activator]	3%	-5%	·	·	-24%	-8%
CC(C)(C)C1CCc2c(sc(NC(=O)C3CC=CCC3C(=O)O)c2C#N)C1 (centres undefined)	71µM*	-15%	6%	0%[59 µM]	-1%	-10%	-13%	?	-39%
O=C(CCCN1C(=O)NC2(CCCC2)C1=O)Nc1cccc(S(=O)(=O)N2CCOCC2)c1	·	-6%	18%	?	-6%	·	·	3%	13%
CC(NCCCOc1cccc2ccccc12)c1ccccc1 (centres undefined)	-1%	5%	8%	11µM*	28%	-8%	?	-16%	?
Cc1ccc(-c2cc(-c3ccccc3)nc(N)c2C#N)o1	9%	-12%	44%[activator]	?	10%	-6%	3%	-16%	?
NC(=O)c1cccc2c(=O)oc3ccccc3c12	-15%	8%	-4%	6%[59 µM]	2%	0%	?	-6%	-2%
Nn1c(SCC(=O)Nc2ccc(Oc3ccccc3)cc2)nnc1C1CC1	0%	-8%	10%	-18%[59 µM]	-5%	1%	-17%	-16%	-7%
N#CCn1c2ccccc2c2nc3ccccc3nc21	-2%	0%	72%[activator]	-23%	0%	-5%	-1%	-23%	-10%

An excerpt of these results, with two lines to a compound:
Each structure is followed by: Pol beta inh	POLK inh	POLI inh	G9a block	APE1 inh	BLM inh	Apoferritin bind	Pol eta inh	BAZ2B inh
Cc1cc2oc(=O)cc(CN(C)Cc3cccc(F)c3)c2cc1Cl
 : -22%	-4%	20%	14%[2.33 µM]	20%	-9%	-5%	-19%	35%
O=C(OCc1ccccc1)/C(=C/c1cccc([N+](=O)[O-])c1)NC(=O)c1ccco1
 : 1%	-19%	13%	-4%	10%	-5%	-17%	-4%	1%
CCC(C)N(C(=O)Cn1c(=O)cnc2ccccc21)C1CCS(=O)(=O)C1 (centres undefined)
 : ·	-1%	35%[activator]	3%	-5%	·	·	-24%	-8%
CC(C)(C)C1CCc2c(sc(NC(=O)C3CC=CCC3C(=O)O)c2C#N)C1 (centres undefined)
 : 71µM*	-15%	6%	0%[59 µM]	-1%	-10%	-13%	?	-39%
O=C(CCCN1C(=O)NC2(CCCC2)C1=O)Nc1cccc(S(=O)(=O)N2CCOCC2)c1
 : ·	-6%	18%	?	-6%	·	·	3%	13%
CC(NCCCOc1cccc2ccccc12)c1ccccc1 (centres undefined)
 : -1%	5%	8%	11µM*	28%	-8%	?	-16%	?
Cc1ccc(-c2cc(-c3ccccc3)nc(N)c2C#N)o1
 : 9%	-12%	44%[activator]	?	10%	-6%	3%	-16%	?
NC(=O)c1cccc2c(=O)oc3ccccc3c12
 : -15%	8%	-4%	6%[59 µM]	2%	0%	?	-6%	-2%
Nn1c(SCC(=O)Nc2ccc(Oc3ccccc3)cc2)nnc1C1CC1
 : 0%	-8%	10%	-18%[59 µM]	-5%	1%	-17%	-16%	-7%
N#CCn1c2ccccc2c2nc3ccccc3nc21
 : -2%	0%	72%[activator]	-23%	0%	-5%	-1%	-23%	-10%
